# NCI-60 one-dose screen, 48 h, at 10 µM unless noted. Numbers give growth in % (100 = growth as untreated, 0 = no growth, -100 = all killed).
# PC-3: PC-3 prostate cancer cells | 80,000 compounds, 3.9% hits
# U251: U251 CNS tumor cells; 80,000 compounds, 5.4% hits
# UO-31: UO-31 renal cancer; 81,000 compounds, 5.2% hits; AID 1794768
# SF-268: SF-268 CNS cancer cells; 82,000 compounds, 3.1% hits; AID 1794759
# SF-539: SF-539 CNS cancer; 81,000 compounds, 6.8% hits
# 786-0: 786-0 renal cancer cells; 81,000 compounds, 5.1% hits; AID 1794775
# SN12C: SN12C renal cancer cells; 81,000 compounds, 3.8% hits
# DU-145: DU-145 prostate cancer; 81,000 compounds, 4.2% hits; AID 1794760
# SF-295: SF-295 CNS cancer cells; 79,000 compounds, 5.6% hits
# * hit, by the source's call; x = not tested or not shown; & = joins results of further samples; [ ] = remark or other dose. How the source made its calls: active means growth percent below 10; inactive means the rest.
SMILES,PC-3,U251,UO-31,SF-268,SF-539,786-0,SN12C,DU-145,SF-295
NC(Cc1ccccc1)C(=O)O (stereo unspecified),100,106,73,103,x,96,106,112,106
Cc1c(-c2nnc(-c3cccc4ccccc34)o2)nnn1-c1ccc([N+](=O)[O-])cc1,95,93,88,93,98,102,96,105,103
O=C(O)c1ccccc1C(=O)N(c1ccccc1)c1ccccc1,96,98,89,106,97,99,106,109,99
O=C1N/C(=N/c2ccccn2)S/C1=C/c1ccc(Cl)cc1,101,106,81,98,98,98,97,117,102
O=c1cc(C(F)(F)F)c2cc(-c3cc4ccccc4c(=O)o3)c(O)cc2o1,69,66,59,79,73,80,64,96,89
N#Cc1cnc(-n2cc(C#N)c(-c3ccccc3)n2)nc1N,105,105,87,102,113,97,110,109,105
CC(=O)c1c(C)cc(C)c(Br)c1C,96,105,89,109,110,106,97,112,100
CC(=C/c1ccccc1)/C=N/Nc1ccc(S(=O)(=O)c2ccc(N/N=C/C(C)=C\c3ccccc3)cc2)cc1,97,93,84,97,107,95,92,103,x
COc1cc(NCC(O)CN2CCCCC2)c2ncccc2c1 (stereo unspecified),87,107,100,98,101,97,96,111,102
COc1ccc2nc(C)ccc2c1,106,100,83,102,97,104,95,115,108
CC1(C)CC(=O)C(CSC(=O)c2ccccc2)C(=O)C1,94,93,63,106,95,105,90,106,109
Nc1ccc2[nH]cc(-c3c4ccccc4cc4[nH]c5ccc(N)cc5c34)c2c1,101,111,97,95,103,93,97,107,105
O=[N+]([O-])c1cc(F)ccc1Nc1ccc(F)cc1,99,99,81,105,107,93,100,103,98
CNC(=O)c1cc(Oc2ccc(NC(=O)Nc3ccc(Cl)c(OC)c3)c(F)c2)ccn1,68,82,91,76,66,126,x,91,83
COc1cc(-c2cc(-c3ccc(Nc4nc(Nc5ccccc5)nc(Nc5ccc(Cl)cc5)n4)cc3)nc(N)n2)cc(OC)c1OC,x,43,43,87,77,44,71,95,70
CNC(=O)C(=O)[C@H](Cc1ccccc1)NC(=O)c1[nH]c2ccccc2c(=O)c1C,98,108,94,98,104,99,94,111,94
CCOC(=O)c1cc(-c2ccc(OC)cc2)[nH]c1NNC(=O)CCOC,93,101,77,121,106,84,107,108,95
COc1ccc(-c2nn(-c3cccc(Cl)c3)cc2/C=C2\C(=N)N(c3ccccc3)N=C2N)cc1,40,66,6.3*,48,-13*,29,46,38,x
O=C(CN1CCN(c2cc3c(cc2F)c(=O)c(C(=O)O)cn3C2CC2)CC1)N/N=C/c1cc2ccccc2[nH]1,80,95,66,92,95,84,94,107,98
O=C1CSC(/C=C/c2ccccc2)N1c1nnc(Cn2cnnc2)o1 (stereo unspecified),90,108,83,98,98,95,81,111,126
COc1ccc(/C=C/c2cc(N3CCOCC3)c3cc(Cl)c(Cl)cc3n2)cc1OC,98,100,93,100,99,95,101,74,93
N#CCCC(CCC#N)(CCC#N)C(=O)c1ccccc1,91&89,103&89,87&79,91&98,97&103,111&102,99&98,107&105,107&105
COc1cc(C(=O)/C=C/c2c(-c3cccs3)nc3sccn23)cc(OC)c1OC,7.1*,0.9*,10,18,-28*,-14*,4.0*,3.3*,-36*
Cc1ccc(NC(=O)c2sc3nc(-c4cnccn4)cc(-c4cccs4)c3c2N)cc1,99,109,91,107,101,106,109,106,98
Cc1cc(O)c(/C=N/C(=S)Nc2ccccc2)c(=O)o1,101,103,94,99,106,104,100,x,104
NNC(=S)NC1CCCCC1,96,103,71,96,92,117,106,110,100
O=C(Nc1cccc([N+](=O)[O-])c1)N1CCCC1,94,92,93,105,x,102,92,109,104
O=C(O)/C=C\C(=O)Nc1cccc(Cl)c1,91,101,90,105,115,104,101,115,105
COc1ccc2c(c1)sc1nc(-c3c[nH]c4ccccc34)c(Nc3ccccc3)n12,89,100,73,87,101,107,104,101,98
CS(=O)(=O)c1ccc2c(c1)c1c(n2Cc2ccc(Cl)cc2)CCCC1,52,68,55,87,81,83,74,87,67
Cc1cccc(C(=O)O)c1[N+](=O)[O-],98,100,82,98,106,98,97,x,102
CC1=Nc2cccc3cccc(c23)N=C(C)C1,x,106,70,107,132,104,99,119,110
N=C(N)c1ccc(OCCCOc2ccc(C(=N)N)cc2Br)c(Br)c1,68,45,84,80,66,88,57,100,53
CCOc1cccc(Cl)n1,99,100,103,108,107,112,101,121,101
N#Cc1cc([C@@H]2Nc3cc4c(cc3[C@H]3C5CCC(C5)[C@@H]23)C(=O)NC4)ccc1F (stereo partly specified),92,91,71,102,96,91,96,100,94
COc1ccc(OC)c(Nc2ncccc2C(=O)NCc2cn(Cc3cccc(Oc4ccccc4)c3)nn2)c1,87,81,74,94,101,96,84,103,77
Cc1nc(CSc2ccccc2C(=O)Nc2cccc(-c3nnco3)c2)no1,86,88,62,91,88,x,85,88,86
Cc1cccc2c1NC(=O)[C@@]21[C@H](C(=O)c2ccccc2)[C@]2(C(=O)Nc3ccccc32)[C@H]2CCCN21,22[100 µM],1.7*[100 µM],31[100 µM],34[100 µM],6.1*[100 µM],15[100 µM],10[100 µM],40[100 µM],24[100 µM]
COc1cc(-c2nc3ccc(C(=O)NN4C(=O)c5ccc(C(=O)O)cc5C4=O)cc3[nH]2)cc(OC)c1OC,101,97,86,104,97,102,89,108,92
Nc1nc(Nc2ccccc2)c2cc[nH]c(=O)c2n1,86,110,74,105,93,101,101,109,108
O=C(O)/C=C/c1cn(-c2ccccc2)nc1-c1ccc(Cl)cc1,92,95,59,83,101,102,89,105,95
CC(O)(c1ccc(Cl)cc1)C(c1ccccc1)c1ccccn1 (stereo unspecified),81,103,67,106,111,101,100,118,112
O=c1[nH]c(-c2csc(-c3cccs3)n2)cc2ccccc12,100,97,106,52,100,96,98,104,96
COc1ccc(-c2cn3ccnc3c(-c3ccc(OC)cc3)n2)cc1,90,95,72,87,87,98,102,94,95
COc1ccc(-c2nnc(Nc3ccc(C)cc3)o2)cc1,103,93,92,100,108,101,100,107,97
CSc1nn2c(-c3sc4nc5ccccc5n4c3C)ccnc2c1C#N,98,100,85,99,102,99,99,101,100
OC1CNc2c(ccc3ccccc23)C1 (stereo unspecified),91,94,62,96,84,88,91,113,101
N#Cc1ccccc1-c1ccc(CN2C(=O)S/C(=C\c3ccc(Br)cc3)C2=O)cc1,100,96,91,99,100,99,92,105,93
COc1ccc2cc(C(=O)/C=C/N3CCOCC3)ccc2c1,78,81,67,72,89,81,85,90,91
O=C(O)C(Cc1ccc(O)cc1)N1C(=O)c2ccccc2C1=O (stereo unspecified),86,97,85,101,96,102,x,109,93
Nc1c2c(=O)n3c(nc2nn1-c1ccccc1)-c1ccccc1Sc1ccccc1-3,97,106,67,103,99,97,94,113,105
COc1ccc(-n2cc(-c3cc(OC)c(OC)c(OC)c3)n(C(C)=O)c2=O)cc1OC,85,95,100,104,84,97,93,104,79
COc1cccc(C(=O)c2ccccc2C(=O)O)c1,105,x,88,106,115,95,96,114,97
Cc1cnc(SCc2ccc(Cl)cc2Cl)[nH]c1=O,x,101,106,104,93,86,96,112,84
Cc1cccc(NC(=O)c2ccccc2)c1,101,104,112,92,100,109,101,110,157
O=C(OC1OC(COCc2ccccc2)C(OCc2ccccc2)C1OCc1ccccc1)c1ccc([N+](=O)[O-])cc1 (stereo unspecified),59,66,59,100,99,94,79,96,68
CS(=O)(=O)c1ccc(/C(=N/NC(N)=S)c2ccc(Cl)cc2)cc1,100,93,61,110,97,90,109,111,90
COc1cc(C)c(CCC2(C)C=Cc3cc(O)ccc3O2)c(C)c1C (stereo unspecified),74,94,99,97,98,105,89,108,96
C=C[C@H]1CCC/C=C/[C@@H]2C[C@H](O)C[C@H]2[C@H](O)/C=C/C(=O)O1,15,15,-11*,7.6*,35,-54*,5.7*,5.9*,17
CN1CC(O)(C(O)C(O)C(O)CO)SC1=S (stereo unspecified),98,103,75,101,102,105,94,103,115
# (cont.)
SMILES,PC-3,U251,UO-31,SF-268,SF-539,786-0,SN12C,DU-145,SF-295
O=S(=O)(c1ccc(N=C2NN=C(c3c[nH]c4ccccc34)CS2)cc1)N1CCOCC1,54,83,68,98,89,72,91,90,71
O=C1Nc2ccc(Br)cc2/C1=N/c1nc(-c2ccccc2)cs1,62,93,64,80,99,85,96,89,102
COc1ccc(C(=O)/C=C/c2cc(-c3ccc4c(c3)OCO4)n[nH]2)c(F)c1,75,83,61,86,94,97,90,98,89
O=C(COc1cccc(N2C(=O)c3ccccc3C2=O)c1)c1ccc(F)cc1,86,103,96,106,99,107,105,109,97
O=C1OC(O)c2cccc3cccc1c23 (stereo unspecified),96&97,103&96,78&98,96&106,95&107,100&107,99&100,105&115,109&84
Oc1ccccc1-c1nnc(SCc2ccc(O)c3ncccc23)o1,19,24,15,34,37,32,18,30,15
CN(C)S(=O)(=O)n1cnc([C@@H]2[C@@H]3C(=O)OC[C@@H]3C[C@]23N=CN(Cc2ccccc2)C3=O)c1,x,107,92,96,98,102,104,111,105
O=C(CSc1ccccc1C(=O)Nc1ccc(-n2ccnc2)cc1)NCC1CCCCC1,78,81,55,88,86,81,86,90,71
CN1C2=NCCN2C(=O)c2cc(Cl)ccc21,129,99,85,108,98,102,98,114,106
COC(=O)CCc1nc(C(=O)OC)c(CCC(=O)OC)nc1C(=O)OC,89,95,92,95,94,100,97,107,103
COc1cc(/C=C2\C(=O)N(CCCCn3c4ccccc4c(=O)c4ccccc43)c3ccccc32)cc(OC)c1O,40,68,49,60,64,88,71,60,84

# No new results follow: 17 of the compounds above.
SMILES,PC-3,U251,UO-31,SF-268,SF-539,786-0,SN12C,DU-145,SF-295
Cc1cccc(NC(=O)c2ccccc2)c1,101,104,112,92,100,109,101,110,157
O=C(OC1OC(COCc2ccccc2)C(OCc2ccccc2)C1OCc1ccccc1)c1ccc([N+](=O)[O-])cc1 (stereo unspecified),59,66,59,100,99,94,79,96,68
CS(=O)(=O)c1ccc(/C(=N/NC(N)=S)c2ccc(Cl)cc2)cc1,100,93,61,110,97,90,109,111,90
COc1cc(C)c(CCC2(C)C=Cc3cc(O)ccc3O2)c(C)c1C (stereo unspecified),74,94,99,97,98,105,89,108,96
C=C[C@H]1CCC/C=C/[C@@H]2C[C@H](O)C[C@H]2[C@H](O)/C=C/C(=O)O1,15,15,-11*,7.6*,35,-54*,5.7*,5.9*,17
CN1CC(O)(C(O)C(O)C(O)CO)SC1=S (stereo unspecified),98,103,75,101,102,105,94,103,115
O=S(=O)(c1ccc(N=C2NN=C(c3c[nH]c4ccccc34)CS2)cc1)N1CCOCC1,54,83,68,98,89,72,91,90,71
O=C1Nc2ccc(Br)cc2/C1=N/c1nc(-c2ccccc2)cs1,62,93,64,80,99,85,96,89,102
COc1ccc(C(=O)/C=C/c2cc(-c3ccc4c(c3)OCO4)n[nH]2)c(F)c1,75,83,61,86,94,97,90,98,89
O=C(COc1cccc(N2C(=O)c3ccccc3C2=O)c1)c1ccc(F)cc1,86,103,96,106,99,107,105,109,97
O=C1OC(O)c2cccc3cccc1c23 (stereo unspecified),96&97,103&96,78&98,96&106,95&107,100&107,99&100,105&115,109&84
Oc1ccccc1-c1nnc(SCc2ccc(O)c3ncccc23)o1,19,24,15,34,37,32,18,30,15
CN(C)S(=O)(=O)n1cnc([C@@H]2[C@@H]3C(=O)OC[C@@H]3C[C@]23N=CN(Cc2ccccc2)C3=O)c1,x,107,92,96,98,102,104,111,105
O=C(CSc1ccccc1C(=O)Nc1ccc(-n2ccnc2)cc1)NCC1CCCCC1,78,81,55,88,86,81,86,90,71
CN1C2=NCCN2C(=O)c2cc(Cl)ccc21,129,99,85,108,98,102,98,114,106
COC(=O)CCc1nc(C(=O)OC)c(CCC(=O)OC)nc1C(=O)OC,89,95,92,95,94,100,97,107,103
COc1cc(/C=C2\C(=O)N(CCCCn3c4ccccc4c(=O)c4ccccc43)c3ccccc32)cc(OC)c1O,40,68,49,60,64,88,71,60,84

# Assay outcomes as filed in PubChem.
